Calb biofilm kill = kills Candida albicans biofilms. inhibition, % at 6 µM. C. albicans biofilm + clotrimazole, Alamar Blue. actives 0.14% (n = 85,000);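 active means inhibition above 20%; inactive means inhibition below 20%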;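 further: preformed 24 hr biofilms exposed to compound for 48 hr; 0% = biofilm without compound and 100% = blank killed by clotrimazole plus chlorhexidine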
cytoskel mod = modifiers of cytoskeleton assembly | inhibition, % at 2 µM | HUVEC TNFa F-actin phalloidin imaging, high content | actives 0.18% (n = 91,000);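 active means inhibition above the batch mean plus 3 SD and confirmed as a hit by visual image inspection, cut at about 30% in these data, passing the limit was not always enough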; further: strong numbers were not always called active
Smad3 inh = blocks human Smad3 binding to FoxH1 peptide. TR-FRET Smad3/Dy647-FoxH1 peptide binding, europium anti-His. AID 630. inhibition, % at 25 µM. actives 0.29% (n = 88,000). P84022;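 active means compounds that reduce the energy-transfer binding signal between the protein and its labelled peptide by more than half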;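 further: 0% = Smad3 plus labelled peptide maximal FRET and 100% = peptide-only background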
Target sequence (P84022 whole entry, looked up): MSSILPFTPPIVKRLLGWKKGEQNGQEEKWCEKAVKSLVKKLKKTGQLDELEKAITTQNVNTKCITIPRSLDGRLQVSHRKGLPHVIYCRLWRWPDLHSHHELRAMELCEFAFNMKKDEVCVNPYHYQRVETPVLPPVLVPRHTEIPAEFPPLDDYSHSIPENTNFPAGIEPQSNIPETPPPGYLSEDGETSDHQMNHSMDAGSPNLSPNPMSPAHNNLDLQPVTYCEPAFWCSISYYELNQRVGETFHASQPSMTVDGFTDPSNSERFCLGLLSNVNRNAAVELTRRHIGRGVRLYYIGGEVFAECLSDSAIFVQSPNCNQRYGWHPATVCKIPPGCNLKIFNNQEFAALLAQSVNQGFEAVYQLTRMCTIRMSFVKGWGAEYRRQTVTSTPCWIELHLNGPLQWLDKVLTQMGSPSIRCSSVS
VCAM1 TNFa inh = reduces TNF alpha induced VCAM1 expression in HUVEC | HUVEC TNFa-induced VCAM-1 immunofluorescence, high-content imaging | inhibition, % at 2 µM | actives 0.48% (n = 95,000);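 active means inhibition above the batch mean plus 3 SD, with images confirmed as a hit by eye, cut at about 37% in these data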;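 further: 0% = TNF-stimulated DMSO wells and 100% = unstimulated control wells; not every result past the cut was called active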
hDAT+cocaine = changed human dopamine transporter uptake under cocaine IC80. Q01959. LLC-PK1 hDAT cells, [14C]-dopamine uptake with cocaine IC80; actives deviate in either direction. B-score at 10 µM. actives 1.3% (n = 110,000);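 active means Z score or B-score, a plate-position-corrected score, falls beyond the plate's 99.7% confidence bounds, in either direction; inactive means both scores lie inside the 99.7% bounds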;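 further: scored against the spread of the other compound wells on the same plate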
Target sequence (Q01959 whole entry, looked up): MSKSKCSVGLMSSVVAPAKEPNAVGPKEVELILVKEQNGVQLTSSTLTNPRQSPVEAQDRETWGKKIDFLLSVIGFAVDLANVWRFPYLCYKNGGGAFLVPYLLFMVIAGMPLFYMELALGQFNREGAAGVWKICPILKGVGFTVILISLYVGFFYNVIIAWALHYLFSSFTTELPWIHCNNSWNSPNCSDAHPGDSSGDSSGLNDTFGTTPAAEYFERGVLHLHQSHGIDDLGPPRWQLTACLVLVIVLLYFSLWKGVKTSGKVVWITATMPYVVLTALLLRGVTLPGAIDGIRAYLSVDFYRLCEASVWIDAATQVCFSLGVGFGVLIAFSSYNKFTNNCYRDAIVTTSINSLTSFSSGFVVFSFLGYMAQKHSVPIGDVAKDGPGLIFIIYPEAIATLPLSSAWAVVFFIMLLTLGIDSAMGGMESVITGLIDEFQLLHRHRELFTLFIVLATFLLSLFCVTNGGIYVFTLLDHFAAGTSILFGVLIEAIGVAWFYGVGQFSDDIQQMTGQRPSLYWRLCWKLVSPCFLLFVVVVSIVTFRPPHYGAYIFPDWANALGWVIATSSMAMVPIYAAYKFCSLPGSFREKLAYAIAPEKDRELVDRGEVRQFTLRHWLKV
LYP inh 2 = LYP (human) phosphatase inhibition; Q9Y2R2; recombinant LYP catalytic domain, DiFMUP fluorescence; inhibition, % at 2 µM; actives 0.21% (n = 96,000);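 active means inhibition at 2 µM at or above a set limit, the screen mean plus 3 SD, cut at about 24% in these data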;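 further: 0% = DMSO with enzyme and 100% = enzyme fully blocked by orthovanadate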
HUVEC tox TNFa = HUVEC cytotoxicity counter-screen, TNF alpha stimulated | AID 848 | actives 0.17% (n = 93,000) | HUVEC TNFalpha-stimulated, Hoechst cell count, imaging | cell count reduction, % at 2 µM;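 active means cell count reduction exceeding the screen mean by over 5 SD, scaled to untreated wells per plate, cut at about 78% in these data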;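 further: cells counted after 24 h of TNF alpha exposure following the 1 h pretreatment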
MT1-MMP txn act = activates MT1-MMP transcription | actives 0.16% (n = 86,000) | HT1080 MT1-MMP promoter luciferase reporter, luminescence, overnight; active compounds read high | AID 750 | activation factor at 10 µM;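 active means activation factor of at least 2 for MT1-MMP transcription at 10 µM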
HUVEC tox IL1B = HUVEC cytotoxicity counter-screen, IL-1B stimulated; HUVEC cell count loss, Hoechst imaging; actives 0.41% (n = 94,000); cell count reduction, % at 2 µM;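 active means cell count reduction more than 3 SD above the screen-wide mean, cut at about 70% in these data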;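 further: normalized per plate to untreated control cells as the no-loss baseline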
The depositor's hits bear a star; . = no result given; [ ] = remark or other dose. These rows are one share of the data, so the mix of outcomes need not match the whole.

SMILES	Calb biofilm kill	cytoskel mod	Smad3 inh	VCAM1 TNFa inh	hDAT+cocaine	LYP inh 2	HUVEC tox TNFa	MT1-MMP txn act	HUVEC tox IL1B
COc1cccc(S(=O)(=O)Nc2ccc(C(=O)NCc3ccco3)cc2)c1	8	13	11	20	-0.023	-9	2	0.9	-8
CN(C)c1ccc(C2N(C(=O)N3CCOCC3)CCN2S(=O)(=O)c2ccccc2)cc1 (stereo unspecified)	4	14	7	26	0.37	10	-14	1.2	-9
COc1ccc(NC(=O)C2CCCCN2S(=O)(=O)c2ccc(F)cc2)c(OC)c1 (stereo unspecified)	-1	18	0	26	0.5	5	-12	1.2	-2
O=C(O)CCC(=O)Nc1ccc(C(=O)N2CCCCC2)cc1	9	12	-3	15	-0.11	3	-23	1.1	88*
CCOC(=O)/C(C#N)=C/C1=C(N2CCCC2)CC(C)(C)OC1	6	-3	24[fluorescence artefact?]	2	-1.4	-4	-18	1.1	-107
Cc1ccccc1Cn1cc(NC(=O)c2noc3c2CC(C(C)(C)C)CC3)cn1 (stereo unspecified)	8	-7	8	-15	0.47	16	.	0.9	-9
COC(=O)c1ccc(CS(=O)(=O)c2ccccc2C)o1	8	2	0	-3	-0.27	-4	-10	1.1	2
CCCn1c(=O)c2c(C(=O)OCC)cc(-c3ccco3)nc2n(CCC)c1=O	.	2	.	-1	.	5	8	.	1
CCn1c(SCC(=O)c2[nH]c(C)c(C(C)=O)c2C)nnc1-c1cccs1	4	-1	6	5	-0.033	-8	-26	.	4
CC(C)c1ccc(O)c(N)c1	2	.	2	.	1	.	.	1.1	.
Cc1ccc(-n2nc(C)cc2NC(=O)c2ccc(C)s2)cc1	5	15	0	8	0.041	10	-30	1.2	1
O=c1c2ccccc2nc2n1CCC2	.	38	.	6	-1.7	-4	-20	1.1	-10
O=C(COc1ccc(S(=O)(=O)NC2CCCCC2)cc1Cl)NCc1cccnc1	-8	2	-15	3	-0.33	0	-30	0.9	.
CCOC(=O)N1CCC(c2nc(C)sc2C(=O)O)CC1	5	42	2	1	-0.17	-12	-23	1.1	-9
CC(C)(C)c1cc(NC(=O)c2cccnc2)no1	-1	-15	-8	3	-1.2	-8	1	1.7	-38
CSc1nc(C)c(Oc2ccccc2)c(=O)n1C	8	-8	8	-20	0.021	4	0	1.2	-4
Cc1ccc(C(C)C)c(OCC(O)CN2CCOCC2)c1 (stereo unspecified)	6	-9	1	2	-0.42	-2	0	1.2	-11
COc1ccc(OC)c(NC(=O)C(=O)/C=C(\O)c2cc(OC)ccc2OC)c1	.	-8	.	2	-0.039	7	.	.	22
O=C(CCCOc1ccccc1)N1CCN(c2ccc(F)cc2)CC1	-4	2	-1	-8	-0.073	-2	1	1.4	-5
O=C(NC1(C(F)(F)F)N=C2SCCN2C1=O)c1ccccc1 (stereo unspecified)	-4	2	-1	-10	-0.046	2	5	1	13
CC(C)(C)N1CC(c2nc3ccccc3n2Cc2ccc(F)cc2)CC1=O (stereo unspecified)	-1	4	9	-2	0.44	-7	-22	1.2	-167
CC(C)c1nnc(NC(=O)CCS(=O)(=O)c2nc(-c3cccs3)cc(C(F)(F)F)n2)s1	8	11	4	3	-0.0003	5	-8	1	29
COC(=O)c1ccccc1NC(=O)CSc1nnnn1C1CCCCC1	0	-6	0	-17	0.027	-1	3	1.2	-95
Cc1cccc(NC(=O)C2CCCN(C(=O)Nc3ccccc3)C2)c1C (stereo unspecified)	6	-1	-2	-4	1.4	-12	-32	1	-11
O=C(c1ccc(NC(=O)C2(c3ccccc3)CCOCC2)cc1)N1CCOCC1	2	-6	-2	6	0.29	-4	-8	1.2	-20
(continued)
SMILES	Calb biofilm kill	cytoskel mod	Smad3 inh	VCAM1 TNFa inh	hDAT+cocaine	LYP inh 2	HUVEC tox TNFa	MT1-MMP txn act	HUVEC tox IL1B
Cc1cc(NC(=O)CCC(=O)N(c2ccccc2)C(C(=O)NC2CCCC2)c2ccncc2)no1 (stereo unspecified)	6	-8	2	9	0.16	5	8	1.1	18
COc1ccc2c(CC(=O)OCC(=O)Nc3ccc4c(c3)OCO4)coc2c1	6	.	3	.	-0.04	.	.	1.1	.
COc1ccc(OC)c(C2C(C(=O)c3cc4ccccc4o3)=C(O)C(=O)N2c2cc(C)on2)c1 (stereo unspecified)	5	9	7[fluorescence artefact?]	-3	3.8*	-6	5	1.1	7
CCOc1ccc2nc(NC(=O)CCn3cccc3)sc2c1	.	7	.	0	-0.013	-6	-19	.	5
CN(CCCNC(=O)C1CCN(S(=O)(=O)c2cccc3nsnc23)CC1)Cc1ccccc1	6	-14	-6	12	-0.68	-6	3	1.3	-21
Cc1ccccc1OCC1CN(CN2CCOCC2)C(=O)O1 (stereo unspecified)	-2	14	-2	-9	-0.046	-11	0	1	0
O=C(c1ccc2c(c1)OCO2)N1CCN(c2ccc(F)cc2)CC1	11	7	1	11	1.1	9	-35	1.1	-18
Cn1c(SCC(=O)c2ccc3c(c2)Cc2ccccc2-3)nnc1-c1ccccc1	.	-30	.	-10	0.64	2	-19	.	1
COc1ccc(NC(=S)Nc2ccc3nc(C)c(C)nc3c2)cc1	.	-36	.	19	1.9	7	7	.	-38
Cc1cccc(Nc2nc(N)nc(CN3CCN(c4ccccc4F)CC3)n2)c1	.	-16	.	-12	.	4	27	1.1	-10
Cc1ccc2cc(CN(C(=O)C3CCCO3)C3CCCCC3)c(=O)[nH]c2c1 (stereo unspecified)	-5	36	4	8	-0.23	17	-18	1.1	3
CC(Oc1cccc2c1OC(C)(C)C2)C(=O)O (stereo unspecified)	-2	-1	9	-7	0.14	3	-9	1.1	-15
COc1ccc(OC2OC3COC(C)(C)OC3C(O)C2NC(C)=O)cc1 (stereo unspecified)	9	8	-1	-2	-0.2	-1	-18	1.1	-24
COc1ccc(CNC2CCCC2)c(OC)c1OC	3	-5	7	15	-0.15	6	1	.	2
Cc1cccc(-n2nnc(C(=O)NC3CCCc4ccccc43)c2N)c1 (stereo unspecified)	4	-4	7	8	0.5	-1	-15	0.9	-4
COC(=O)c1c(-c2ccc(OC)c(OC)c2)csc1N	7	0	23	2	-0.24	5	-3	1	10
Cc1cc(C(=O)c2ccccc2)nc2ccccc12	.	9	.	-3	-1.4	-2	-24	.	-2
CCOc1ccc(N2CC(C(=O)Nc3ccc(S(=O)(=O)N4CCOCC4)cc3)CC2=O)cc1 (stereo unspecified)	8	-14	5	8	0.34	-2	-24	1.1	0
CCOc1ccc(C2CC(c3ccccc3C)n3ncnc3N2)cc1 (stereo unspecified)	-1	2	-2	-3	-1.2	0	14	1	8
CC(=O)c1cccc(NC(=O)CSc2nnc(-c3cccnc3)o2)c1	10	-11	1	5	-0.45	4	-25	1.2	-2
O=C(NCC(=O)N(CCc1ccccc1)C(C(=O)NC1CCCCC1)c1ccncc1)c1ccco1 (stereo unspecified)	7	-14	2	-4	1.2	-6	-9	1.1	-4
CCC1=NN2C(=N)/C(=C\c3ccc(SCc4ccco4)o3)C(=O)N=C2S1	2	-4	9	2	0.91	3	-10	1.2	-20
Cn1c(NC(=O)C(C)(C)Oc2ccc(Cl)cc2)cc(=O)n(C)c1=O	16	.	8	.	0.14	.	.	1	.
Cc1[nH]c(=O)c(C(=O)/C=C/c2ccccc2)c2c1CCCC2	.	8	.	30	0.85	-9	-20	.	0
CC1(C)OC(=O)N(c2cccnc2)C1(C)O (stereo unspecified)	11	-11	3	-21	1.3	-3	.	1.9	-22
The results go on.
SMILES	Calb biofilm kill	cytoskel mod	Smad3 inh	VCAM1 TNFa inh	hDAT+cocaine	LYP inh 2	HUVEC tox TNFa	MT1-MMP txn act	HUVEC tox IL1B
CCCOC(=O)c1ccc(Nc2cc(C)nc3ncnn23)cc1	2	-7	17	-10	0.81	-3	-9	1.2	5
O=C(Nc1cccc(C(F)(F)F)c1)/C(=C/c1ccco1)NC(=O)c1cccs1	.	-1	.	9	.	10	6	.	-1
Cc1cccc(-n2ncc3c(N4CCCc5ccccc54)ncnc32)c1	7	2	2	6	-0.6	0	-27	1.6	2
CC(C)(C)NC(=O)C12CCC(C)(c3nc4ccccc4nc31)C2(C)C (stereo unspecified)	1	0	13	-2	0.41	0	8	1.1	3
COC(=O)c1coc(-c2ccc(C)cc2)c1C(=O)OC	6	18	11	0	-0.2	3	-9	1.3	0
O=C(Nc1c2c(nn1-c1ccc(F)cc1)CS(=O)(=O)C2)C12CC3CC(CC(C3)C1)C2	3	.	4	-32	.	2	4	1.1	-24
COc1ccc(-c2cc(C(F)(F)F)n3nc(C(=O)O)cc3n2)cc1OC	9	19	8	-16	0.51	2	-18	1.2	-29
O=C(O)c1ccc(OCc2occc2C(=O)O)cc1	5	-16	4	13	-0.41	1	-5	1	-28
N=c1sccn1CC(=O)Nc1ccc(Cl)c(S(=O)(=O)N2CCOCC2)c1	-3	3	-11	-6	-0.17	3	-24	1.1	.
Cn1c(C(=O)NCCC2=CCCCC2)cc2c(=O)n3ccccc3nc21	-3	14	4	8	0.39	3	-31	1.4	-26
CSCc1nnc(NC(=O)c2ccc(S(=O)(=O)N(CC(C)C)CC(C)C)cc2)o1	.	-32	.	-38	0.12	17	-9	1.1	-18
COc1ccc(OC)c(NC(=O)CSc2nnc(Cn3nnc4ccccc43)n2C)c1	4	-21	3	-11	0.074	8	-6	1	-4
CN(Cc1ccccc1)S(=O)(=O)c1cccc2cccnc12	3	13	-9	-4	-1	-5	-1	0.9	-3
Cc1nc(NC(=O)CC(C)C)sc1-c1csc(Nc2ccc(Cl)cc2)n1	.	35	.	-2	0.15	51*	-16	.	-9
CCN1CCN(C(c2ccccc2)c2nnnn2CCc2ccc(OC)c(OC)c2)CC1 (stereo unspecified)	5	10	6	4	0.22	7	-2	1.1	-14
Cc1c(Cl)cccc1NC(=O)c1cc(C2CC2)on1	3	5	-2	14	-0.52	10	-6	1.9	-22
O=[N+]([O-])c1ccc(N2CCN(c3ccc(Cl)nn3)CC2)cc1NC1CC1	0	-11	-10	23	0.2	1	.	1.2	-25
CC1SC(c2ccccc2Cl)NC1=O (stereo unspecified)	-3	14	-3	2	-0.012	-2	-9	1	-5
O=C(Nc1ccc(F)cc1F)c1ccc(-n2cncn2)nc1	.	8	.	10	0.66	-4	-13	.	-18
CCCCCC(=O)Nc1ccc2oc(-c3ccncc3)nc2c1	5	21	4	10	1.2	-6	-11	1.2	-8
CCc1nc2oc3ccccc3c(=O)c2c(=O)n1-c1ccccc1	11	2	9	21	-0.23	-12	-9	1.7	-1
COCC(C)n1c(C)cc(C(=O)CSc2nc3ccccc3c(=O)[nH]2)c1C (stereo unspecified)	1	10	-5	0	-0.67	4	-32	1.2	-12
Cn1c(=O)c2ncn(CC(=O)Nc3ccc4oc(-c5cccc6ccccc56)nc4c3)c2n(C)c1=O	6	-2	-1	0	.	5	1	0.9	-19
O=C(CN1C(=O)C2CCCN2C(=O)c2ccccc21)Nc1ccccc1-n1cccc1 (stereo unspecified)	2	0	-3	14	0.25	-1	-5	1.1	12

Three structures out of the list, ordered by SMILES length, falling:
SMILES	Calb biofilm kill	cytoskel mod	Smad3 inh	VCAM1 TNFa inh	hDAT+cocaine	LYP inh 2	HUVEC tox TNFa	MT1-MMP txn act	HUVEC tox IL1B
N=c1sccn1CC(=O)Nc1ccc(Cl)c(S(=O)(=O)N2CCOCC2)c1	-3	3	-11	-6	-0.17	3	-24	1.1	.
Cc1nc(NC(=O)CC(C)C)sc1-c1csc(Nc2ccc(Cl)cc2)n1	.	35	.	-2	0.15	51*	-16	.	-9
CN(Cc1ccccc1)S(=O)(=O)c1cccc2cccnc12	3	13	-9	-4	-1	-5	-1	0.9	-3
